TbREL1 inh: TbREL1 inhibition, primary screen; P86926; 89,000 tested, 0.49% active; AID 1117264; TbREL1 RNA ligation, FRET fluorescence; inhibition, % at 9.66 µM;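 active = inhibition above the mean inhibition across all screened compounds plus 3 SD, cut at about 11% in these data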;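 note: 0% = plate median of test wells and 100% = NSC42067 control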
Target sequence (P86926 whole entry, looked up): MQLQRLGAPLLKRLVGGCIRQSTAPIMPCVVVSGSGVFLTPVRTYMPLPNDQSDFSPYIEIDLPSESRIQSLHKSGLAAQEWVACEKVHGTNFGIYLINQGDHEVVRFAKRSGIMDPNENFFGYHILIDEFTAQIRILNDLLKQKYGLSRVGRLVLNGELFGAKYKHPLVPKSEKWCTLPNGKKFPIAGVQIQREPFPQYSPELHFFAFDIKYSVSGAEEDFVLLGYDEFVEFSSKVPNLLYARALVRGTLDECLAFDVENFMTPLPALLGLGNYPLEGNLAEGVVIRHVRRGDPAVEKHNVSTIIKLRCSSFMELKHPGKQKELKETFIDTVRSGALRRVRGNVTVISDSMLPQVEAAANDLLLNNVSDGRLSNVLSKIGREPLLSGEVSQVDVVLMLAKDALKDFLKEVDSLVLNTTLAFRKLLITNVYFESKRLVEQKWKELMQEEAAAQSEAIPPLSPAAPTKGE
* marks the source's active call; other numbers are inactive results. Only part of the results is shown. The share of hits here may be higher or lower than overall.

TbREL1 inh | SMILES
-5.6 | CC(C)CCOC(=O)C1C2C=CC3(CN(Cc4cccs4)C(=O)C13)O2 (configuration not stated)
-0.4 | COc1cccc(/C=C/C(=O)OCC(=O)c2ccc3c(c2)NC(=O)CO3)c1OC
0.7 | O=P(O)(O)c1ccccc1OCc1ccccc1
2.0 | Cc1nnc(NC(=O)CCC(=O)NCc2cccs2)s1
1.0 | Cc1ccccc1C(=O)Nc1nnc(-c2ccc(F)cc2)o1
0.6 | O=C(CN1CCCC1)N1CCCc2c1c(=O)oc1ccc(OCc3ccccc3)cc21
0.2 | Cc1ccc(C(=O)C(OC(=O)CN2C(=O)c3ccccc3C2=O)c2ccccc2)cc1 (configuration not stated)
1.8 | CC(C)c1nnc(NC(=O)CCC(=O)N2CCN(Cc3ccccc3)CC2)s1
3.0 | CCOC(=O)C1(CCOc2ccccc2)CCN(S(=O)(=O)N(C)C)CC1
-2.2 | CCN1CCN(C(=O)C2CCN(S(=O)(=O)c3ccc(SC)cc3)CC2)CC1
-3.3 | COc1ccc(N2C(=O)C3CCCN3C2c2cc(OC)c(OC)cc2OC)cc1 (configuration not stated)
4.2 | N#Cc1cnc(Nc2nc3ccccc3o2)nc1-c1ccccc1
-0.5 | CCC1CCc2sc(C(=O)NCc3ccccn3)cc2C1 (configuration not stated)
3.2 | O=C(c1cccc(S(=O)(=O)Nc2ccccc2F)c1)N1CCN(c2ccccc2F)CC1
1.9 | Cc1ccnc(NC(=O)c2ccc(Cl)c(NC(=O)C(C)Oc3ccccc3)c2)c1 (configuration not stated)
-1.6 | Cc1cccc(NC(=O)C2CCC(CNC(=O)[C@@H]3Cc4ccccc4CN3)CC2)c1 (some centres not stated)
-1.0 | Cc1cc(NC(=O)CCC(=O)N(c2cccnc2)C(C(=O)NC2CCCC2)c2ccccc2)no1 (configuration not stated)
1.1 | CCOC(=O)[C@H]1[C@H]2COc3ccc(Br)cc3[C@@H]2N2C(=O)CN(Cc3ccco3)C(=O)[C@@]12C
-1.4 | Cc1nc(C)n(C(=O)N(c2ccccc2)c2ccccc2)n1
0.7 | O=C(O)CC12CC3CC(C1)CC(n1ncc(N4CCC5(CC4)OCCO5)c(Cl)c1=O)(C3)C2
1.0 | CC1CCN(S(=O)(=O)c2c[nH]c(=O)[nH]c2=O)CC1
2.2 | Cc1ccc(C2(C)NC(=O)N(CC(=O)Nc3ccc(S(=O)(=O)Nc4nccs4)cc3)C2=O)cc1 (configuration not stated)
1.7 | O=C(COC(=O)c1ccc[nH]c1=O)NC1CC1
3.2 | Cc1cc2c(cc1S(=O)(=O)N1CCOCC1)NC(=O)CO2
0.0 | Cc1cccc(CN2CCN(c3ccccn3)CC2)c1
-0.7 | COCCOc1ccc(C(F)(F)F)cc1NC(=O)c1ccc(C)cc1
0.3 | O=c1[nH]c2ccccc2n1Cc1ccc(Cl)cc1
0.5 | O=C(c1cncnc1)N1CCC(n2nnc3ncccc32)CC1
-2.2 | COc1ccc2c3n(nc2c1)CCN=C3c1cc(Cl)c(N)c(Cl)c1
0.8 | Cc1nc2ccc(S(=O)(=O)NCC(=O)N(C)Cc3ccccc3F)cc2s1
3.5 | O=C(Nc1cc(F)cc(F)c1)OC1CCC12CCC(c1ccccc1)CC2 (configuration not stated)
-0.8 | CCOC(=O)N1CCN(C(=O)C2CCCN(S(=O)(=O)c3cccnc3)C2)CC1 (configuration not stated)
-0.8 | CCOC(=O)C1=C(C)Nc2nnnn2C1c1cccc(OC)c1OC (configuration not stated)
-0.4 | CC(C)(C)c1ccc(C(=O)NNC(=O)c2cccc(Br)c2)cc1
-1.5 | CCCC1(c2ccccc2)NC(=O)N(CC(=O)Nc2cc(OC)cc(OC)c2)C1=O (configuration not stated)
-6.2 | CCc1ccc(/C=N/N2CCN(c3ccccn3)CC2)cc1
-3.4 | Cc1ccccc1NC(=O)COC(=O)CC1CCCC1
3.5 | COc1ccc(-c2n[nH]c(C)c2-c2cnn(-c3ccccc3)c2)c(O)c1C
3.9 | O=C(CN1CCN(S(=O)(=O)c2ccc3c(c2)OCCO3)CC1)Nc1ccccc1Br
3.6 | O=C(NC1CCOc2ccccc21)C1CCCC1 (configuration not stated)
-4.3 | Cc1ccc(-n2c(SCC(=O)NCc3ccco3)nc3c([nH]c4ccccc43)c2=O)cc1
0.5 | COC(=O)[C@@H]1[C@H](CCc2ccccc2)NC(=O)N(Cc2ccccc2)[C@@H]1C
-2.0 | CC(=O)Nc1cccc(OCC(=O)Nc2cccc(S(=O)(=O)N3CCCC3)c2)c1
-2.6 | CC(C(=O)N1c2ccccc2CCc2ccccc21)n1nnc(-c2ccc(N(C)C)cc2)n1 (configuration not stated)
-0.3 | COC(=O)C1C(=O)C2=C(CC1C)NC(=O)CC2c1ccc(F)cc1 (configuration not stated)
2.4 | CCCN1Cc2cccc(C(=O)Nc3ccc(C)cc3)c2C1=O
-2.5 | COc1cccc(C(C(=O)Nc2ccc(F)cc2)N(C(=O)Cn2nnc3ccccc32)C2CC2)c1 (configuration not stated)
5.4 | O=C(CCC(=O)c1ccc(Oc2ccccc2)cc1)Nc1ccc(Cl)cc1Cl
-2.5 | COc1ccc(-c2c(C(=O)c3ccccc3)[nH]c(N)c2C(=O)NC2CC2)cc1OC
3.9 | COc1ccccc1CCNC(=O)C(=O)NCC1OCCCN1S(=O)(=O)c1cc(C)ccc1C (configuration not stated)
-0.7 | CCCN1CCC(=O)N(CCSc2ccc(NC(C)=O)cc2)CC1
-0.3 | O=C(Nc1ccnn1C1CCN(C(=O)Cc2cccc(Cl)c2)CC1)C1CC1
5.4 | Clc1nc(CN2CCCCC2)nc2sc3c(c12)CCC3
0.6 | Nc1nc(Cl)nc2c1ncn2[C@@H]1O[C@H](CO)[C@@H](O)[C@@H]1F
8.7 | O=C(O)c1ccc(CSc2nnc(-c3ccncc3)n2-c2ccc(Br)cc2)cc1
-3.5 | O=C(CCCn1c(=O)c2sccc2n(CC(=O)OCc2ccccc2)c1=O)NCc1ccco1
3.5 | Cc1ccnc(NC(=O)CN2C(=O)NC(C)(c3ccc4ccccc4c3)C2=O)c1 (configuration not stated)
0.0 | CC(NC(=O)c1ccco1)C(=O)N1CCN(S(=O)(=O)c2ccccc2C#N)CC1 (configuration not stated)
0.9 | Cc1cccc(Oc2coc3cc(OC(=O)c4cccs4)ccc3c2=O)c1
4.9 | COc1ccc(-n2nc(C(=O)NCC(=O)N3CCN(Cc4ccccc4)CC3)c3ccccc3c2=O)cc1OC

(continued)
TbREL1 inh | SMILES
3.3 | CCOc1ccccc1OCC(=O)Nc1ccc(OC)c(S(=O)(=O)N2CCCCC2)c1
-3.5 | CCn1c(=O)c(C(=O)Nc2ncccc2O)c(O)c2ccccc21
6.3 | O=C(CS(=O)(=O)c1ccccc1)Nc1nc(-c2ccccc2)cs1
0.3 | CCOc1ccccc1OCCCCCc1c(C)n[nH]c1C
0.3 | CCCCOCCCNC(=O)/C=C/c1ccccc1Cl
1.6 | Cc1ccc(S(=O)(=O)N2CCN(CC(=O)NC(C)c3ccccc3)CC2)cc1 (configuration not stated)
1.1 | COc1ccc(S(=O)(=O)Nc2nncs2)cc1
1.9 | O=C(NCc1ccccc1)C1C2C=CC3(CN(Cc4cccnc4)C(=O)C13)O2 (configuration not stated)
-1.1 | Cc1nn(Cc2nnc(SCC(=O)Nc3ccc(Cl)cc3)n2C)c(C)c1[N+](=O)[O-]
3.6 | CC(C)N1CCc2c(sc(NC(=O)C(F)F)c2-c2nc3ccccc3s2)C1
3.1 | O=S(=O)(c1cccs1)N1CN(Cc2ccc(F)cc2)c2nc3ccccc3nc21
-1.8 | COc1ccc(C(=O)CN2CC(C)SC2=Nc2ccc(Cl)cc2)cc1 (configuration not stated)
-1.2 | CC(C)c1cccc(C(C)C)c1Nc1cn[nH]c1
-4.2 | NC(=O)c1ccc(NC(=O)CSc2nnc(-c3ccccc3)n2-c2ccccc2)cc1
-2.4 | CC1CCCCN1C(=S)Nc1ccc2nc3n(c(=O)c2c1)CCCCC3 (configuration not stated)

3 records picked at random from those above:
TbREL1 inh | SMILES
-2.0 | CC(=O)Nc1cccc(OCC(=O)Nc2cccc(S(=O)(=O)N3CCCC3)c2)c1
-5.6 | CC(C)CCOC(=O)C1C2C=CC3(CN(Cc4cccs4)C(=O)C13)O2 (configuration not stated)
2.0 | Cc1nnc(NC(=O)CCC(=O)NCc2cccs2)s1

Going on with the list:
TbREL1 inh | SMILES
5.1 | COc1ccc(C(C)=O)c(OC(=O)c2ccco2)c1
-1.3 | COc1ccc([N+](=O)[O-])cc1NC(=S)NC(C)=O
-6.5 | Cc1ccc(/C=N/n2c(-c3cccnc3)n[nH]c2=S)o1
0.0 | COc1ccc(CCNC(=O)COc2ccc3c(C)cc(=O)oc3c2)cc1OC
-1.2 | COc1cccc(C(c2nnnn2Cc2ccccc2)N2CCN(C(=O)c3ccco3)CC2)c1OC (configuration not stated)
-2.9 | O=C(NCC(c1cccs1)N1CCOCC1)c1cc(-c2ccccn2)nc2ccccc12 (configuration not stated)
2.1 | Cc1ccnc(NC(=O)CN(C)S(=O)(=O)c2cccc3nsnc23)c1
-0.8 | COc1ccc(-c2cnn(-c3ccccc3)c2N)cc1OC
-0.6 | C=C1CCN([C@@H](CC(C)C)C(=O)NCCCc2ccccc2)S(=O)(=O)c2ccccc21
1.0 | CCCCn1nnnc1NCc1cc(OC)c(OC)cc1OC
0.2 | COc1ccccc1OCC(=O)N1CCC2(CC1)CC(=O)c1ccccc1O2
-2.7 | COc1cccc(NC(=O)CN(C)C(=O)/C=C/c2ccc(S(=O)(=O)N3CCCCCC3)cc2)c1
-0.3 | COc1cccc(C(=O)Nc2ccc(NC(C)=O)cc2)c1
2.6 | O=C(c1ccccc1NS(=O)(=O)c1cccs1)N1CCCC1
-1.2 | CCCNC(=O)C1CCN(c2nc(C)cc(C)n2)CC1

As entered above.
TbREL1 inh result of O=C(c1ccccc1NS(=O)(=O)c1cccs1)N1CCCC1 is entered as 2.6
TbREL1 inh result of Cc1ccnc(NC(=O)CN(C)S(=O)(=O)c2cccc3nsnc23)c1 is entered as 2.1
TbREL1 inh result of COc1ccc(C(C)=O)c(OC(=O)c2ccco2)c1 is entered as 5.1
TbREL1 inh result of CCCNC(=O)C1CCN(c2nc(C)cc(C)n2)CC1 is entered as -1.2
TbREL1 inh result of CCCCn1nnnc1NCc1cc(OC)c(OC)cc1OC is entered as 1.0

(further entries)
TbREL1 inh | SMILES
-4.3 | Cc1c(S(=O)(=O)Nc2ccc3c(c2)OCCO3)cnn1C
-1.9 | COc1ccc(OC)c(CC(=O)NC(c2ccccc2)c2ccccc2)c1
-1.6 | COc1ccc(CNC(=O)COC(=O)CCC(=O)c2cccs2)cc1
1.3 | CC(C)C[C@H](NC(=O)c1[nH]cnc1C(=O)N[C@@H](C)C(=O)OCc1ccccc1)C(=O)OC(C)(C)C
-1.9 | O=C(c1oc(=O)c2ccccc2c1-c1ccccc1)N1CCN(C2CCCCC2)CC1
0.7 | COc1ccc(-c2ccc3oc(-c4ccsc4)cc3c2)cc1
0.4 | O=C(N/N=C/c1ccco1)c1cc(C2CC2)[nH]n1
4.1 | COc1cc(NC(=O)c2ccco2)ccc1NC(=O)C(C)C
-1.2 | O=C(NCC(c1ccco1)N1CCCC1)c1cccc(S(=O)(=O)N2CCOCC2)c1 (configuration not stated)
3.3 | CCCCN1C(=O)C(NC(=O)C2CC2)(C(F)(F)F)C2=C1CC(C)(C)CC2=O (configuration not stated)
1.1 | Cn1cccc1C(=O)Nc1nc(-c2ccccn2)cs1
1.8 | COC(=O)/C(=C\Nc1ccc(OC)cc1)NC(=O)c1ccc(Cl)cc1Cl
0.8 | O=c1[nH]c(CSc2nc3ccccc3[nH]2)nc2c1cnn2-c1ccccc1
-2.4 | CC1(C)Cc2c(cnn2-c2ccccc2)C(NC(=O)CCCN2CCCCC2=O)C1 (configuration not stated)
-1.2 | Cc1nnc(SC(C)C(=O)Nc2ccc(S(=O)(=O)N3CCCCC3)cc2)s1 (configuration not stated)
-3.7 | CCC(=O)c1cn([C@@H](CCC(OC)OC)CC(=O)OC(C)(C)C)cc1CC
1.3 | O=c1[nH]nc(SCCS(=O)(=O)c2ccc(F)cc2)n1-c1ccccc1
-2.0 | Nc1ncnc2c1ccn2[C@H]1CN(Cc2ccc3c(c2)OCO3)C[C@@H](COC(=O)c2ccccc2)O1
4.2 | COc1cccc(/C=N/NC(=O)C(=O)N/N=C/c2cccc(OC)c2OC)c1OC
1.0 | CCCN(CC(=O)Nc1cc(Cl)ccc1Cl)C(=O)/C=C/c1cc(OC)ccc1OC
0.8 | COc1cccc(OCCNCc2ccccc2)c1
-2.9 | CCOC(=O)C1CCN(C(=O)C(C)(C)NC(=O)Nc2ccc(OC)c(Cl)c2)CC1
1.1 | O=C(/C=C/c1ccc(F)cc1)OCC(=O)c1ccc[nH]1
1.1 | CCCCn1c(N)c(N(CCOC)C(=O)CSc2nc3ccc(C)cc3[nH]2)c(=O)[nH]c1=O
6.8 | O=C(NNC(=O)c1ccc(Cl)nc1)c1ccncc1
-2.1 | O=C(CCC(=O)NC1CCCCC1)N/N=C/c1ccncc1
4.8 | Cc1ccc(NC(=O)/C(=C\c2ccco2)NC(=O)c2ccco2)cc1
4.0 | O=C(CC1Oc2ccccc2NC1=O)NCCCN1CCN(C2CCCCC2)CC1 (configuration not stated)
4.4 | CCCn1c(SCC(=O)c2ccc3c(c2)OCCO3)nnc1C(C)C
2.4 | CC(=O)N1CCc2cc(S(=O)(=O)CCC(=O)Nc3cccc(F)c3)ccc21
-1.5 | CN(C(=O)CCc1nc(-c2ccccc2F)no1)c1ccccc1
-1.0 | CCOC(=O)CC(NC(=O)c1ccco1)c1ccccc1Cl (configuration not stated)
-4.7 | Cc1ccc(C2CC2C(=O)NNC(=S)Nc2ccc(Cl)cc2)cc1 (configuration not stated)
-3.4 | CC(Nc1nc(-c2ccc(Cl)cc2)cs1)c1nc2cc(Cl)c(N3CCCCC3)cc2n1CCOCCO (configuration not stated)
-1.2 | CCOC(=O)C1CCCN(C(=O)c2cnn3c(C(F)F)cc(-c4ccc(C)cc4)nc23)C1 (configuration not stated)
1.0 | CCCCn1c(N)c(N(CCOC)C(=O)CN2C(=O)NC3(CC(C)CC(C)(C)C3)C2=O)c(=O)[nH]c1=O (configuration not stated)

A second format for part of the listing above:
SMILES: CC(C)CCOC(=O)C1C2C=CC3(CN(Cc4cccs4)C(=O)C13)O2 (configuration not stated)
  TbREL1 inh = -5.6

SMILES: COc1cccc(/C=C/C(=O)OCC(=O)c2ccc3c(c2)NC(=O)CO3)c1OC
  TbREL1 inh = -0.4

Assay outcomes deposited in PubChem BioAssay by The Scripps Research Institute Molecular Screening Center.
